Screening results deposited in PubChem BioAssay by NCI.
Growth percent in the NCI-60 one-dose screen (48 h, 10 µM unless noted): 100 = growth as untreated, 0 = no growth, -100 = all killed.
T-47D = T-47D breast cancer. actives 5% (n = 79,000). AID 1794792
MCF7 = MCF7 breast cancer | actives 6.3% (n = 82,000) | AID 1794796
MDA-MB-231 = MDA-MB-231 breast cancer. actives 5% (n = 81,000)
HS 578T = HS 578T breast cancer; actives 4.1% (n = 78,000); AID 1794788
MDA-MB-468 = MDA-MB-468 breast cancer. actives 8.5% (n = 78,000)
K-562 = K-562 leukemia; actives 7.4% (n = 78,000)
BT-549 = BT-549 breast cancer; actives 4.4% (n = 78,000)
LOX IMVI = LOX IMVI melanoma; actives 7.4% (n = 79,000); AID 1794757
Starred values were filed as active, the others as inactive; . = not tested or not shown. How the source made its calls: active means growth percent below 10; inactive means the rest. No enrichment for hits (roughly 12% active in at least one column).

Start of the listing, in advance, 16 compounds:
no.	mol	T-47D	MCF7	MDA-MB-231	HS 578T	MDA-MB-468	K-562	BT-549	LOX IMVI
1	N#Cc1ccc(NC(=O)c2cc(=O)[nH]c3ccccc23)cc1	104	97	90	120	.	102	104	101
2	Nc1nc(C=O)c(CCCCc2ccccc2)c(=O)[nH]1	96	89	128	102	112	85	97	97
3	Cn1cnc([N+](=O)[O-])c1S(=O)(=O)Oc1ccccc1	5.1*	84	99	105	77	32	100	59
4	O=C(NNc1ccccc1)C(=O)NNc1ccccc1	44	73	66	94	102	21	60	41
5	CCN(CC)C(=O)C1=C(C)NC(=O)NC1c1ccc2c(c1)OCO2 (stereo not drawn)	104	97	108	97	112	101	111	96
6	COc1cc(CNS(=O)(=O)c2ccc(C)cc2)ccc1OCc1cn(-c2ccccc2[N+](=O)[O-])nn1	98	105	106	100	96	94	98	96
7	CN(Cc1cnc2nc(N)nc(N)c2n1)c1ccc(C(=O)NC(CCC(=O)O)C(=O)O)cc1 (stereo not drawn)	68	24	83	77	7.0*	19	48	13
8	COc1cc2c(cc1OC)C(=O)Cc1ccc3c(c1CN(C)CC2)OCO3	104	99	107	105	.	97	124	97
9	COc1ccccc1N=Nc1c(S(=O)(=O)O)cc2cc(NC(=O)Nc3ccc4c(O)c(N=Nc5ccc(S(=O)(=O)O)cc5C)c(S(=O)(=O)O)cc4c3)ccc2c1O	92	102	104	107	103	90	118	99
10	O=CN1CCN(Cc2ccccc2)CC1	100	96	105	90	95	116	100	96
11	COCC(N)=O	98	102	108	103	101	92	93	100
12	COc1cc(C2C(C(C)=O)=C(C)NC(C)=C2C(C)=O)cc(Br)c1O	103	104	99	91	98	98	105	95
13	COc1nc(OC)nc(-c2cnc3cc(OC)c(OC)c(OC)c3c2)n1	89	96	97	96	96	100	103	103
14	Cc1ccc(S(=O)(=O)N(C)C2c3ccccc3Oc3ccccc32)cc1	82	104	81	93	85	63	.	88
15	CN(C)CCS(=O)(=O)O	96	102	107	115	98	107	108	96
16	O=C(NCCc1ccccc1)c1ccc([N+](=O)[O-])cc1	105	99	106	101	105	100	100	100

Main list, from the start:
no.	mol	T-47D	MCF7	MDA-MB-231	HS 578T	MDA-MB-468	K-562	BT-549	LOX IMVI
1	N#Cc1ccc(NC(=O)c2cc(=O)[nH]c3ccccc23)cc1	104	97	90	120	.	102	104	101
2	Nc1nc(C=O)c(CCCCc2ccccc2)c(=O)[nH]1	96	89	128	102	112	85	97	97
3	Cn1cnc([N+](=O)[O-])c1S(=O)(=O)Oc1ccccc1	5.1*	84	99	105	77	32	100	59
4	O=C(NNc1ccccc1)C(=O)NNc1ccccc1	44	73	66	94	102	21	60	41
5	CCN(CC)C(=O)C1=C(C)NC(=O)NC1c1ccc2c(c1)OCO2 (stereo not drawn)	104	97	108	97	112	101	111	96
6	COc1cc(CNS(=O)(=O)c2ccc(C)cc2)ccc1OCc1cn(-c2ccccc2[N+](=O)[O-])nn1	98	105	106	100	96	94	98	96
7	CN(Cc1cnc2nc(N)nc(N)c2n1)c1ccc(C(=O)NC(CCC(=O)O)C(=O)O)cc1 (stereo not drawn)	68	24	83	77	7.0*	19	48	13
8	COc1cc2c(cc1OC)C(=O)Cc1ccc3c(c1CN(C)CC2)OCO3	104	99	107	105	.	97	124	97
9	COc1ccccc1N=Nc1c(S(=O)(=O)O)cc2cc(NC(=O)Nc3ccc4c(O)c(N=Nc5ccc(S(=O)(=O)O)cc5C)c(S(=O)(=O)O)cc4c3)ccc2c1O	92	102	104	107	103	90	118	99
10	O=CN1CCN(Cc2ccccc2)CC1	100	96	105	90	95	116	100	96
11	COCC(N)=O	98	102	108	103	101	92	93	100
12	COc1cc(C2C(C(C)=O)=C(C)NC(C)=C2C(C)=O)cc(Br)c1O	103	104	99	91	98	98	105	95
13	COc1nc(OC)nc(-c2cnc3cc(OC)c(OC)c(OC)c3c2)n1	89	96	97	96	96	100	103	103
14	Cc1ccc(S(=O)(=O)N(C)C2c3ccccc3Oc3ccccc32)cc1	82	104	81	93	85	63	.	88
15	CN(C)CCS(=O)(=O)O	96	102	107	115	98	107	108	96
16	O=C(NCCc1ccccc1)c1ccc([N+](=O)[O-])cc1	105	99	106	101	105	100	100	100
17	N=C(c1cccs1)c1ccccc1Cc1ccccc1	81	103	89	111	89	81	104	93
18	CCCCCC(=O)Oc1ccc(/C(=C(\C)c2ccccc2)c2ccc(OCCN(CC)CC)cc2)cc1	39	30	85	36	62	12	73	69
19	Cc1ccc(NC(=O)Cn2c(O)c(N=Nc3ccc(S(N)(=O)=O)cc3)c3ccccc32)cc1	77	79	83	97	62	50	64	.
20	CCOC(=O)c1nn(-c2ccccc2)/c(=N\N=C\c2coc3ccc(F)cc3c2=O)s1	.	98	95	93	93	98	105	96
21	COc1ccc(N=Nc2c(N)nn3c(-c4ccc(C)cc4)ccnc23)cc1	93	92	91	113	93	92	100	100
22	CCN(CCNc1ccc(C)c2sc3ccccc3c(=O)c12)CC(C)(C)O	81	82	78	60	26	-35*	93	54
23	c1cc2c3c(cccc3c1)NC1(CCCC1)N2	109	106	106	105	106	99	112	91
24	Cc1ccc(/C=C(/C#N)c2nc3ccccc3s2)cc1	90	80	90	94	88	88	90	98
25	Cc1ccccc1/C=C/c1nn2c(-c3ccoc3C)nnc2s1	91	84	104	111	92	.	111	101
26	CN1CCN(Cc2ccc(NC(=O)c3[nH]ncc3Nc3cc(OC4CCCC4)ncn3)cc2)CC1	64	11	24	33	16	1.5*	12	18
27	CCOC(=O)c1ccc(NC(=O)Nc2nnc(C)c(C)n2)cc1	89	99	100	115	103	105	106	97
28	CCO/C=N/C1=C(C#N)C(c2ccc([N+](=O)[O-])cc2)c2sc3c(F)cccc3c2O1 (stereo not drawn)	79	70	79	86	80	80	99	79
29	O=C1CC(c2ccsc2)c2snc(-c3ccc(Cl)cc3)c2N1 (stereo not drawn)	31	7.6*	90	46	.	16	33	52
30	CCOC(=O)c1cc(C(=O)c2cc(OC)cc(OC)c2)n2c1ccc1c3cccnc3ccc12	95	87	101	96	103	85	82	106
31	CS(=O)(=O)C1=CN(CCO)C(=O)N2CCN=C12	103	104	105	93	89	116	102	101
32	Cc1ccccc1-c1cc(-c2ccc(Br)s2)[nH]c(=O)c1C#N	.	92	100	96	96	90	105	94
33	COc1ccc2sc3c(NCCCO)nc4ccccc4c3c(=O)c2c1	98	60	92	103	99	101	102	93
34	Cn1c(=O)c2[nH]c(SCC(=O)c3ccc(Cl)cc3)nc2n(C)c1=O	110	94	98	90	94	.	96	103
35	O=C1CCC(C(=O)N(Nc2ccccc2)c2ccccc2)N1 (stereo not drawn)	103	96	118	97	107	105	106	90
36	CCC(C)C(NC(=O)c1ccccc1)C(=O)O (stereo not drawn)	96	105	116	110	119	74	117	92
37	CC1=C([Se]CC(OC(=O)CC[Se]c2ccccc2)C(=O)NC(C)(C)C)C(=O)c2ccccc2C1=O (stereo not drawn)	-54*	-55*	-42*	-19*	.	-11*	-89*	-0.7*
38	Cc1ccc(NC(=O)Nc2cccnc2)cc1NC(=O)Nc1cccnc1	58	81	93	96	71	57	98	97
39	COc1ccc(C2=NN(C=O)C(c3ccc(Oc4ccnc5cc(Cl)ccc45)c(OC)c3)C2)cc1 (stereo not drawn)	82	74	70	53	81	111	94	88
40	O=C(O)c1ccc(-c2nn(-c3ccc(C(=O)O)cc3)cc2CNc2ccccc2)cc1	92	88	113	104	118	104	104	98
41	CC(=O)CC(=O)Nc1cccc(NC(=O)CC(C)=O)n1	102	110	107	117	.	95	.	109
42	O=C(Cn1cc(CSc2nc3ccccc3o2)nn1)Nc1ccccc1Cl	97	98	106	104	104	103	103	105
43	C=CCSc1nnc(-c2ccc(-c3nc4ccccc4[nH]3)cc2)o1	4.0*	73	92	79	69	46	84	74
44	CC(C)(c1ccc(OCC(O)CN2CCOCC2)cc1)c1ccc(OCC(O)CN2CCOCC2)cc1 (stereo not drawn)	78	94	92	78	97	82	87	98
45	N#Cc1cnn2c(-c3ccc(Cl)cc3)nc(NC3CC3)nc12	82	78	101	101	97	.	94	99
46	N#Cc1ccc([N+](=O)[O-])cc1OCCCN1CCOCC1	113	104	87	97	83	123	110	97
47	OB1c2ccccc2NC(=S)N1c1cc(C(F)(F)F)cc(C(F)(F)F)c1	87	76	93	112	62	77	85	88
48	CCCCC(C#N)c1ccccn1 (stereo not drawn)	106	93	102	101	92	112	119	108
49	CC(NNC(=S)N1CCCCCC1)c1ccc2ccccc2n1 (stereo not drawn)	30	17	42	79	30	18	67	30
50	O=c1c2cc(F)ccc2sc2c(NCc3ccccc3)nc3ccc(F)cc3c12	84	68	91	93	98	97	111	88
51	COc1ccc(NC(=S)NNc2ccc(-c3ccccc3)nn2)cc1	95	94	75	97	110	97	101	98
52	COC(=O)c1cc(C(=CCC[C@H]2CC[C@@]3(C)C(CC[C@@H]4C3CC[C@@]3(C)C4CC[C@@H]3[C@H](C)CCCC(C)C)C2)c2cc(Cl)c(OC)c(C(=O)OC)c2)cc(Cl)c1OC (stereo partly drawn)	94	100	98	99	100	110	114	95
53	CC(C)C[C@H](NC(=O)[C@@H]1CCCCCCCCCCC(=O)N[C@@H](CC(=O)N2CCC[C@@H]2C2CCCC2)C(=O)N1)B(O)O	-20*	-28*	-72*	3.6*	-71*	0.7*	-79*	-93*
54	Oc1ccc2ccccc2c1CNc1ccccc1	.	85	80	111	109	.	92	96
55	c1cc(-c2nc3nccc(-c4ccsc4)n3n2)ccn1	93	98	116	89	105	100	98	99
56	Cc1ccc(S(=O)(=O)Oc2ccccc2)cc1	.	.	108	113	88	83	89	103
57	c1ccc(OCC[P+](c2ccccc2)(c2ccccc2)c2ccccc2)cc1	6.1*	20	44	.	-18*	18	20	2.7*
58	Cc1ccc(C(=O)CSc2nc3ccc(F)cc3c(=O)n2-c2ccccc2)cc1	99	80	76	46	90	99	94	.
